Screens as filed in PubChem.
Smad3 inh – inhibitors of human Smad3 transcription factor binding; P84022; TR-FRET Smad3/Dy647-FoxH1 peptide binding, europium anti-His; inhibition, % at 25 µM; actives 0.29% (n = 88,000); AID 630;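 active = compounds that reduce the energy-transfer binding signal between the protein and its labelled peptide by more than half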;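 also: 0% = Smad3 plus labelled peptide maximal FRET and 100% = peptide-only background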
Target sequence (P84022 whole entry, looked up): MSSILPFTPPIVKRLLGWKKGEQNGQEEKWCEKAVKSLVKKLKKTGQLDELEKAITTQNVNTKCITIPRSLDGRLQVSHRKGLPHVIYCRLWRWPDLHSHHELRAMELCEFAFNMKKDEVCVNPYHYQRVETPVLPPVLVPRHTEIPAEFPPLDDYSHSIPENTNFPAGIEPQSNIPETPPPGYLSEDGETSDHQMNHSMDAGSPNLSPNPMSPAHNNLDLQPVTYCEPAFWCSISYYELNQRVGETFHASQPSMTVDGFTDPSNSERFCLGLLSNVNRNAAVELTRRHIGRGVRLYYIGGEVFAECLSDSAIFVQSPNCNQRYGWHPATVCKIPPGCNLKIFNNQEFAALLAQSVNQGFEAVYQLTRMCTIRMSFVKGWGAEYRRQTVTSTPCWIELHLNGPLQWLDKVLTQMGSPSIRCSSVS
HUVEC tox IL1B – toxic to HUVEC cells under IL-1B stimulation. HUVEC cell count loss, Hoechst imaging, IL-1B stimulated. cell count reduction, % at 2 µM. actives 0.41% (n = 94,000). AID 845;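 active = cell count reduction more than 3 SD above the screen-wide mean, cut at about 70% in these data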;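 also: normalized per plate to untreated control cells as the no-loss baseline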
TNFa cytotox – toxic to HUVEC cells under TNF alpha stimulation; cell count reduction, % at 2 µM; AID 848; actives 0.17% (n = 93,000); HUVEC TNFalpha-stimulated, Hoechst cell count, imaging;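 active = cell count reduction exceeding the screen mean by over 5 SD, scaled to untreated wells per plate, cut at about 78% in these data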;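 also: cells counted after 24 h of TNF alpha exposure following the 1 h pretreatment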
Pyk2 oligo antag – antagonists of human Pyk2 oligomerization; actives 0.83% (n = 99,000); z-score (the deposit names both 25 µM and 10 µM); Q14289; AID 1347419; Q293 cells, Pyk2 FERM NanoBiT luminescence; stronger effect = lower value;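 active = Z-score of -3 or lower, scaled per plate to the spread of control and sample wells; inactive = z-score above -3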;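 also: negative z-score means lost luminescence so less FERM oligomerization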
H69AR growth 86K – growth inhibitors of human H69AR lung tumor cells; H69AR lung tumor viability, ATP luminescence, 72 h; stronger effect = lower value; viability, % at 10 µM; actives 6% (n = 85,000);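 active = viability at or below 40%; inactive = viability above 40%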;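 also: multidrug resistant small cell line overexpressing MRP-1 efflux transporter; 100% = mean luminescence of untreated control wells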
VCAM1 TNFa inh – reduces TNF alpha induced VCAM1 expression in HUVEC. HUVEC TNFa-induced VCAM-1 immunofluorescence, high-content imaging. inhibition, % at 2 µM. actives 0.48% (n = 95,000);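 active = inhibition above the batch mean plus 3 SD, with images confirmed as a hit by eye, cut at about 37% in these data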;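 also: 0% = TNF-stimulated DMSO wells and 100% = unstimulated control wells; not every result past the cut was called active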
cytoskel mod – modifiers of cytoskeleton assembly. HUVEC TNFa F-actin phalloidin imaging, high content. inhibition, % at 2 µM. actives 0.18% (n = 91,000);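 active = inhibition above the batch mean plus 3 SD and confirmed as a hit by visual image inspection, cut at about 30% in these data, passing the limit was not always enough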; also: strong numbers were not always called active
Fibroblast inh – blocks proliferation of human lung fibroblasts; LL 47 human lung fibroblast viability, ATP luminescence; stronger effect = lower value; viability, % at 10 µM; actives 1.1% (n = 85,000);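 active = viability at or below 50% in the single dose screen; inactive = viability above 50%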;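 also: compound exposure lasted 72 h before the ATP readout; 100% = median luminescence of untreated cell-only wells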
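Times – overnight cell rest, 72 h compound treatment at 37 °C · Test system – human lung fibroblast line LL 47, low passage · Amount – 1,150 cells in each well · Controls – cell-only wells, no compound · Doses – 0.1% DMSO in all compound wells · Measured by – CellTiter-Glo luminescence · Buffer or medium – IMEM plus 15% FBS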
HUVEC prolif 384 – blocks proliferation of human endothelial cells. viability, % at 10 µM (by protocol). HUVEC proliferation, CellTiter-Glo luminescence, 72 h; stronger effect = lower value. AID 648. actives 1.1% (n = 86,000);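 active = viability at or below 30%; inactive = viability above 30%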;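 also: 100% = median luminescence of DMSO-only cell control wells on each plate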
The depositor's hits bear a star; . = not tested or not shown; [ ] = remark or other dose. Some of the compounds tested. The share of hits here may be higher or lower than overall.

1) Cc1ccc(S(=O)(=O)CC(=O)c2ccc(C(C)(C)C)cc2)cc1
2) CCCn1c2ccccc2c2nnc(SCC(=O)Nc3nnc(CC(=O)OCC)s3)nc21
3) COc1ccccc1NC(=S)NCCc1c[nH]c2ccccc12
4) CC1=C(Sc2nc3ccccc3[nH]2)C(=O)NC(C)(C)C1
5) Nc1cccc(-c2nc3ccccc3[nH]2)c1
6) COc1cc(Br)cc2cc(C(=O)N3CCCCC3C)c(=O)oc12 (stereo not drawn)
7) Cc1cccc(N2CCN(C(=O)C(NS(=O)(=O)c3cccs3)c3ccccc3)CC2)c1C (stereo not drawn)
8) COC(=O)c1ccc(Cn2cnc3c(cnn3-c3ccc(C)c(C)c3)c2=O)o1

assay / compound,1,2,3,4,5,6,7,8
Smad3 inh,.,37[fluorescence artefact?],.,-1,0,7,9,14
HUVEC tox IL1B,.,.,-19,0,-31,1,-8,5
TNFa cytotox,-9,-18,-15,0,-28,3,-17,-19
Pyk2 oligo antag,4,0.67,0.45,0.83,-0.37,-1.1,-2.5,2.1
H69AR growth 86K,.,57,.,91,98,86,46,86
VCAM1 TNFa inh,2,-3,11,-43,15,-9,8,-10
cytoskel mod,20,-21,-15,19,3,-16,6,-13
Fibroblast inh,.,102,.,99,91,90,87,91
HUVEC prolif 384,.,87,.,86,93,89,74,91

2 compounds picked at random from the list so far, as already listed:
2) CCCn1c2ccccc2c2nnc(SCC(=O)Nc3nnc(CC(=O)OCC)s3)nc21
4) CC1=C(Sc2nc3ccccc3[nH]2)C(=O)NC(C)(C)C1

assay / compound,2,4
Smad3 inh,37[fluorescence artefact?],-1
HUVEC tox IL1B,.,0
TNFa cytotox,-18,0
Pyk2 oligo antag,0.67,0.83
H69AR growth 86K,57,91
VCAM1 TNFa inh,-3,-43
cytoskel mod,-21,19
Fibroblast inh,102,99
HUVEC prolif 384,87,86

More structures follow:
9) N#C/C(=C1/CCCN1)c1ccccn1
10) CC(C)C(=O)N(c1ccc2oc(=O)sc2c1)S(=O)(=O)c1ccccc1
11) O=C1C=C(O)CC(c2cccs2)C1 (stereo not drawn)
12) CCc1n[nH]c2c1C(=O)CC(C)(C)C2
13) Brc1ccc2ncnc(NCc3ccco3)c2c1
14) Cc1ccc(S(=O)(=O)N2CCN(Cc3nc4ccccc4n3C)CC2)cc1
15) CCOC(=O)N1CCN(c2ccc(O)cc2)CC1
16) Cc1ccc2[nH]c(=O)c(CN(CCc3ccccc3)Cc3nnnn3CC3CCCO3)cc2c1 (stereo not drawn)

assay / compound,9,10,11,12,13,14,15,16
Smad3 inh,.,2,-1,5,15[fluorescence artefact?],-2,.,-11
HUVEC tox IL1B,23,-16,-29,-18,3,-6,15,-8
TNFa cytotox,-4,-9,-9,-11,-8,-32,-12,-19
Pyk2 oligo antag,0.72,-1.2,0.23,-0.1,0.45,0.79,-0.23,0.47
H69AR growth 86K,.,83,103,95,55,87,.,58
VCAM1 TNFa inh,15,30,-8,6,-1,-3,4,-15
cytoskel mod,-6,-5,2,2,-38,3,2,7
Fibroblast inh,.,97,97,98,95,.,.,98
HUVEC prolif 384,.,89,102,97,70,93,.,75

17) COC(=O)c1ccc(NC(=O)COc2ccc(S(=O)(=O)NC(C)C)cc2)cc1
18) NS(=O)(=O)c1ccc(NC(=O)CN2CCN(Cc3ccccc3)CC2)cc1
19) O=C(Nc1ccc2nc(-c3cccnc3)[nH]c2c1)C1CCCCC1
20) CC1CCN(C(=O)c2cc3nc(C4CC4)cc(C(F)(F)F)n3n2)CC1
21) O=S(=O)(c1ccc(S(=O)(=O)N2CCN(C3CCCCC3)CC2)cc1)N1CCCCCC1
22) O=C(NC(=S)N1CCCc2ccccc21)c1ccccc1
23) Cc1cccc(-n2nc3c(c2NC(=O)CCC2CCCCC2)CS(=O)C3)c1C (stereo not drawn)
24) COC(=O)C1=C(C)NC(=O)NC1/C=C/c1ccccc1 (stereo not drawn)

assay / compound,17,18,19,20,21,22,23,24
Smad3 inh,15,6,-3,6,-2,.,-13,-3
HUVEC tox IL1B,-24,20,-34,-7,.,-5,.,7
TNFa cytotox,-35,-7,.,-19,.,.,.,-6
Pyk2 oligo antag,0.84,0.18,-0.58,0.8,0.06,-0.01,.,-0.4
H69AR growth 86K,94,83,25*,98,93,.,92,96
VCAM1 TNFa inh,15,-1,-31,6,.,2,.,-2
cytoskel mod,33,3,-6,-1,.,4,.,11
Fibroblast inh,90,101,103,96,102,.,90,93
HUVEC prolif 384,98,85,75,102,60,.,104,85

25) CC(=O)c1cccc(NC(=O)N2CCN(S(C)(=O)=O)CC2)c1
26) CCOc1cc2[nH]c(=O)n(CCCCCC(=O)NCc3ccco3)c(=O)c2cc1OCC
27) C=C(C)c1cccc(C(C)(C)NC(=O)NCCCn2ccnc2)c1
28) c1ccc(-c2cc3ccccc3nc2N2CCCC2)cc1
29) CCCc1cc(=O)n2[nH]c(-c3ccccc3)cc2n1
30) CC(=O)Nc1cc(OC(=O)c2ccco2)cc(OC(=O)c2ccco2)c1
31) CCOc1ccc(OCCNC2CCCC2)cc1
32) CCc1ccc(NC(=O)C2CCN(S(C)(=O)=O)CC2)cc1

assay / compound,25,26,27,28,29,30,31,32
Smad3 inh,0,-7,-4,.,7,14,.,3
HUVEC tox IL1B,34,6,.,-13,10,-8,2,-15
TNFa cytotox,15,0,.,-7,-8,-9,-24,.
Pyk2 oligo antag,0.41,1.1,0.29,-0.04,-0.77,0.7,0.12,0.92
H69AR growth 86K,98,95,96,.,92,92,.,89
VCAM1 TNFa inh,-8,3,.,-8,-5,14,0,.
cytoskel mod,-6,3,.,-20,1,19,6,.
Fibroblast inh,100,98,96,.,98,104,.,96
HUVEC prolif 384,95,59,90,.,93,103,.,100

Compounds shown so far with bromine:
6) COc1cc(Br)cc2cc(C(=O)N3CCCCC3C)c(=O)oc12 (stereo not drawn)
13) Brc1ccc2ncnc(NCc3ccco3)c2c1

assay / compound,6,13
Smad3 inh,7,15[fluorescence artefact?]
HUVEC tox IL1B,1,3
TNFa cytotox,3,-8
Pyk2 oligo antag,-1.1,0.45
H69AR growth 86K,86,55
VCAM1 TNFa inh,-9,-1
cytoskel mod,-16,-38
Fibroblast inh,90,95
HUVEC prolif 384,89,70

(more compounds)
33) O=C(NCC(=O)N(c1cccnc1)C(C(=O)NC1CCCC1)c1ccco1)c1cccs1 (stereo not drawn)
34) COc1cc(-c2nnc(Sc3ccc(C(F)(F)F)cc3[N+](=O)[O-])o2)cc(OC)c1OC
35) O=[N+]([O-])c1ccc(N2CCN(S(=O)(=O)c3ccc(Cl)cc3)CC2)cc1NCC1CCCO1 (stereo not drawn)
36) Cc1cc(N2CCN(c3ccccc3)CC2)n2nnnc2n1
37) CCN1C(=O)N(C)C(N(O)C(=O)NC)C1(C)C (stereo not drawn)
38) O=C(/C=C/c1cccc([N+](=O)[O-])c1)NCc1cccnc1
39) O=C(C1CCCN(S(=O)(=O)c2cccs2)C1)N1CCN(C2CCCCC2)CC1 (stereo not drawn)
40) Cc1cc(C(=O)O)ccc1N/C=C1\CCCC(C)C1=O (stereo not drawn)

assay / compound,33,34,35,36,37,38,39,40
Smad3 inh,4,-9,.,-3,9[fluorescence artefact?],.,-8,-5
HUVEC tox IL1B,-9,-6,-4,.,1,-12,10,14
TNFa cytotox,.,-6,4,.,-28,0,-24,-22
Pyk2 oligo antag,0.03,-0.3,-0.14,-0.34,0.2,1.1,1.6,-0.4
H69AR growth 86K,98,1.0*,.,104,103,.,99,98
VCAM1 TNFa inh,-13,9,3,.,3,18,17,0
cytoskel mod,-4,4,-26,.,-30,2,7,18
Fibroblast inh,100,83,.,102,97,.,93,102
HUVEC prolif 384,99,72,.,106,88,.,92,98

41) N#C/C(C(=O)N1CCOCC1)=C1\Nc2ccccc2S1
42) COc1ccc(CCNC(=O)c2noc3c2CCCC3)cc1OC
43) O=C(NCc1ccco1)C1CCC(CNS(=O)(=O)c2cccc3cccnc23)CC1 (stereo not drawn)
44) COC(=O)CCC(=O)Nc1ccc(NC(C)=O)cc1
45) COCCCNc1oc(-c2ccccc2F)nc1C#N
46) CC(=O)N1CCc2cc(C(=O)CN3CCN(C(=O)c4ccco4)CC3)ccc21
47) COc1ccc2[nH]c(=O)c(CN(C(C)=O)C3CCCCC3)cc2c1
48) c1ccc(CSc2nncn2-c2ccccn2)cc1

assay / compound,41,42,43,44,45,46,47,48
Smad3 inh,-8,-9[fluorescence artefact?],10,1,6,3,4,0
HUVEC tox IL1B,-150,.,13,5,-7,.,21,-12
TNFa cytotox,-10,.,-4,-20,-5,.,-17,9
Pyk2 oligo antag,0.51,-0.24,.,0.84,.,.,-0.15,0.98
H69AR growth 86K,97,75,78,101,85,100,82,83
VCAM1 TNFa inh,2,.,-17,4,-8,.,10,6
cytoskel mod,-1,.,-10,-11,-3,.,12,-28
Fibroblast inh,101,94,92,102,104,100,93,95
HUVEC prolif 384,92,107,85,109,96,116,89,100

49) C=CCSC1=C(C#N)C(c2ccccc2OC)CC(=O)N1 (stereo not drawn)
50) CSc1ccccc1NC(=O)CN(Cc1ccccc1)S(C)(=O)=O
51) O=C(O)c1nn(-c2ccccc2)nc1-c1nn(-c2ccccc2)nc1C(=O)O
52) COc1ccc(/C=N/n2c(N)c(S(=O)(=O)c3cccs3)c3nc4ccccc4nc32)cc1OC
53) CCOC(=O)C1CCCN(C(=O)c2sc3nc(-c4ccccc4)cn3c2C)C1 (stereo not drawn)
54) O=C(c1ccccc1)c1ccc(N2CCNCC2)cc1
55) CC1(C)CC(=O)c2sc(NS(C)(=O)=O)nc2C1
56) CCOC(=O)NC(CC(=O)O)c1ccc(OCC)cc1 (stereo not drawn)
57) Cc1cc(C)nc(NS(=O)(=O)c2ccc(NC(=O)c3ccc4c(c3)OCO4)cc2)n1

assay / compound,49,50,51,52,53,54,55,56,57
Smad3 inh,5,5,6,-8,-3,-2,-8,.,9
HUVEC tox IL1B,7,-2,-24,-12,4,-14,-30,41,.
TNFa cytotox,-24,.,-9,6,8,1,-18,7,.
Pyk2 oligo antag,0.62,0.1,2,-0.71,-0.45,.,-0.47,1.3,0.27
H69AR growth 86K,98,92,96,67,73,93,100,.,104
VCAM1 TNFa inh,21,.,0,0,6,-37,2,0,.
cytoskel mod,-22,.,-10,-21,-3,-5,4,-11,.
Fibroblast inh,100,98,.,109,102,88,98,.,102
HUVEC prolif 384,91,92,97,91,101,90,96,.,94
